KCNH2 WT inh = qHTS for Inhibitors of KCHN2 3.1: Wildtype qHTS; activity change, % at 1.84 µM; Voltage-gated inwardly rectifying potassium channel KCNH2 (Homo sapiens), Q12809; U2OS, BacMam KCNH2, thallium flux FluxOr; active compounds read low; actives 0.37% (n = 340,000);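 active = maximum activity change below -70%; inconclusive = maximum activity change between -70% and -50%; inactive = maximum activity change above -50%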; also: % is scaled to controls: 0 for no effect and ±100 for the full control effect
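U2OS cells transduced with wild-type KCNH2 virus are loaded with FluxOr dye for 45 min, and thallium flux is measured in kinetic reads before and after stimulation buffer. Rate constants are normalized to DMSO controls.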
ELG1 repair inh = qHTS screen for small molecules that inhibit ELG1-dependent DNA repair in human embryonic kidney (HEK293T) cells expressing luciferase-tagged ELG1; Potency, µM (highest dose often 46.1 µM), without a hit: at the highest dose activity change, negative = inhibition, actives largely listed as inhibitors; actives 2.3% (n = 330,000); HEK293T ELG1-luciferase reporter, luminescence, 16 h; DNA damage induced by 5-fluorouridine; also: potency is read from the fitted curve at half-maximal effect; % is scaled to controls: 0 for no effect and ±100 for the full control effect; nearly all actives have a fitted effect of over 55% in size
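Luminescence from the luciferase reporter, measured 30 min after ONE-Glo reagent at room temperature, was the read-out. Beforehand, 2,000 cells per well were exposed for 16 hr at 37 °C to 5-fluorouridine together with compound or vehicle.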
TSHR antag = Antagonists of the Thyroid Stimulating Hormone Receptor: HTS campaign | actives 0.2% (n = 330,000) | TSHR-expressing cells, TSH-stimulated cAMP HTRF, 2 h; active compounds read low | Thyrotropin receptor (Homo sapiens), P16473 | activity change, negative = inhibition, % at 11.5 µM;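 active = activity change below a set negative limit, meaning inhibition stronger than a set level, cut at about -70% in these data; inconclusive = activity change between two set negative limits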; also: % is scaled to controls: 0 for no effect and ±100 for the full control effect
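Freshly harvested TSHR cells receive pin-tooled compound, then EC80 TSH at 4nM final. After 2 hours at 37 deg C, antibody in lysis buffer and cAMP-d2 are added; 30 minutes at ambient temperature precede the HTRF read.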
KCNH2 3.1 block = qHTS for Inhibitors of KCHN2 3.1: Mutant qHTS; Potassium voltage-gated channel subfamily H member 2, brain isoform KCNH2 3.1 (human); U2OS KCNH2 3.1, thallium flux FluxOr; active compounds read low; activity change, % (tested at about 1.8 µM); actives 0.95% (n = 340,000); AID 720553, 2013;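 active = maximum activity change below -70%; inconclusive = maximum activity change from -70% to -50%; inactive = maximum activity change above -50%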;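 also: thallium influx rate constant from kinetic fluorescence after stimulation buffer; % is scaled to controls: 0 for no effect and ±100 for the full control effect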
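Thallium flux via FluxOr fluorescence (Red40 quencher, 45 min loading) in U2OS cells virally expressing the KCNH2 3.1 isoform (1.77 x 10^8 /mL virus, overnight at 37 C). Rate constants from 2-min kinetic reads post-stimulation, normalised to positive and negative controls.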
TCR act = Activators of T cell receptors: qHTS campaign. primary human leukocytes, anti-CD3, IL-2 HTRF, 48 h. Potency, µM (top dose mostly 9.22 µM), inactives show top-dose activation of IL-2 secretion, most hits filed as activators. 330,000 tested, under 10 active. AID 504894, 2011; also: % of control where 0% means no effect
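HTRF read-out of IL-2 secretion: europium cryptate donor excited at 320nm, d2 acceptor emission at 665nm. Cells were primary human leukocytes incubated 48 hr with compounds and a-CD3 beads, supplying TCR signal only.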
Mito fusion act = qHTS Assay for Small Molecule Inhibitors of Mitochondrial Division or Activators of Mitochondrial Fusion; S. cerevisiae fusion-defective mutant growth rescue, CellTiterGlo 48 h; Potency, µM (top dose mostly 46.1 µM), inactives show top-dose growth rescue (activation), most hits filed as activators; actives 0.23% (n = 320,000); AID 485298, 2010;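 also: potency is read from the fitted curve at half-maximal effect; % of control where 0% means no effect; nearly all actives have a fitted effect of over 45% in size; temperature-sensitive fusion mutants such as fzo1-1 at 37 °C on non-fermentable ethanol glycerol medium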
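Growth-rescue viability read-out: after 48 h at the non-permissive 37C in glycerol/ethanol YPEG, yeast mitochondrial fusion mutants are measured by CellTiterGlo luminescence; compounds (23 nl pinned per well) restoring growth score as division inhibitors or fusion activators.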
Eya2 phos inh = qHTS Assay for Inhibitors of the Phosphatase Activity of Eya2. AID 488837, 2010. recombinant Eya2, OMFP fluorescence dephosphorylation (OMFP is methylfluorescein phosphate). Potency, µM (top dose mostly 76.9 µM), for the others: at the highest dose activity, negative = inhibition, hits mostly inhibitors. actives 0.006% (n = 330,000); also: potency is read from the fitted curve at half-maximal effect; % is scaled to controls: 0 for no effect and ±100 for the full control effect
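Eya2 (0.2 uM) preincubated 10 min at ambient with compound, then OMFP substrate added at 50 uM; 10 min reaction in 50 mM HEPES pH 7.5, 50 mM NaCl, 5 uM MgCl2, 0.05% BSA, 1 mM DTT. Fluorescence read at Ex 485/Em 525 nm.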
USP2a block = qHTS Assay for Inhibitors of Ubiquitin-specific Protease USP2a Using CHOP2 as the Reporter | USP2 core, Ub-CHOP2 coupled fluorogenic reporter, 485/531 | AID 463254, 2010 | Potency, µM (highest dose often 38.3 µM), inactives show at the highest dose activity change, negative = inhibition, actives largely listed as inhibitors | actives 0.01% (n = 330,000);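 also: potency is read from the fitted curve at half-maximal effect; plate controls were DMSO wells for no effect and full inhibition by NEM control for full effect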
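Deubiquitinase activity read as fluorescence (485/531 nm) after Ub-CHOP2 cleavage activates the enterokinase reporter on its substrate; USP2 core 10nM, Ub-CHOP2 and substrate 25nM each, 30min compound preincubation then 60min RT; data normalized to NEM, curves fitted.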
AT treatment = qHTS Assay for Identifying a Potential Treatment of Ataxia-Telangiectasia | AID 485349, 2010 | Potency, µM (highest dose often 57.5 µM), for the others: at the top dose activation, usual class: activators | […] A-T fibroblasts, KAP-1 phosphorylation AlphaLISA; neocarzinostatin DNA damage 30 min before lysis | actives 0.19% (n = 320,000); also: potency is read from the fitted curve at half-maximal effect; % of control where 0% means no effect; nearly all actives have a fitted effect of over 45% in size
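hTERT-immortalized A-T patient fibroblasts ([…]), 500 cells/well in OPTI-MEM, 1% FBS, got compounds for 60 min, then NCS for 30 min at 37C. Lysates were then assayed for phospho-KAP-1 by AlphaLISA (anti-pKAP1 donor, anti-KAP1 acceptor beads), 6 hr at 25C.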
TRPV1 agonist = HTS Assay for Compounds that Act as Agonists of the Vanilloid Receptor 1; actives 0.19% (n = 320,000); Transient receptor potential cation channel subfamily V member 1 (Homo sapiens), Q8NER1; TRPV1-expressing cells, Fluo-8 calcium influx, agonist mode; activation, % at 8.33 µM; AID 540275, 2011; in the data active = activation above about 80%; inconclusive = between about 30% and that limit; also: 0% is about no effect
Target sequence (Q8NER1 whole entry, looked up): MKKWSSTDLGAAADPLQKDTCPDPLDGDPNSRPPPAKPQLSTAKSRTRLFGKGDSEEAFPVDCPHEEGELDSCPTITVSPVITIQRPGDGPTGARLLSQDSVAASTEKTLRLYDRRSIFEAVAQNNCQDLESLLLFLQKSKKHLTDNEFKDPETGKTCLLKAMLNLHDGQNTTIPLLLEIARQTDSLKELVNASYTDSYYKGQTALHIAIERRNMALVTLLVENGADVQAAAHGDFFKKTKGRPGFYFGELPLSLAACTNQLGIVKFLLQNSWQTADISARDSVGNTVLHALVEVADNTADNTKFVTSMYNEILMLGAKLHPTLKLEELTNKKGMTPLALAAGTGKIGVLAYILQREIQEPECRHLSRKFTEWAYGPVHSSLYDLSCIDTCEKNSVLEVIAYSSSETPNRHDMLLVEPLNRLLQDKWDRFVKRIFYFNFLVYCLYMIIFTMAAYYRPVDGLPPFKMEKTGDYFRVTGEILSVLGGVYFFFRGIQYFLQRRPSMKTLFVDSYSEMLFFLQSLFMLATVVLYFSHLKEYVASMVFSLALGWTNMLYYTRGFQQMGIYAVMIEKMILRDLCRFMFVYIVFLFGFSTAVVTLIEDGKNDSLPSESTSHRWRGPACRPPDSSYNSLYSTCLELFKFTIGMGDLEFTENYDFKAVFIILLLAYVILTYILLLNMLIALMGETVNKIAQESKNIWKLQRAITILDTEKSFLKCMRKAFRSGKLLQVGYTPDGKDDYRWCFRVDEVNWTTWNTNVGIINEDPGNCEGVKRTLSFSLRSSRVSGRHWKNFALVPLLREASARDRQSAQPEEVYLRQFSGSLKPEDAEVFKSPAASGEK
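TRPV1-expressing cells were cultured overnight at 35.5C and loaded with Fluo-8 calcium dye for 40 to 90 min at room temperature. After a 10 s baseline, compound was added and calcium influx was read kinetically for 3 min (ex 480/em 520 nm).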
An asterisk follows results filed as active; ? = inconclusive; · = no result given; & = joins results of further samples; [ ] = remark or other dose. Unless noted, calls follow the shape of the dose curve; as a rule, active = well fitted curve in the direction sought with a large enough effect; inconclusive = small, poorly fitted or top-dose-only effect, or another doubt; inactive = no such curve, though single readings can be large; an effect the other way counts as inactive or inconclusive. This is a subset; rates above refer to the full screens.

cpd	SMILES	KCNH2 WT inh	ELG1 repair inh	TSHR antag	KCNH2 3.1 block	TCR act
1	CCCCOc1ccc(CC(=O)NO)cc1	6	4%	12	-6	-5%
2	NC(N)=NC(=O)Cc1c(Cl)cccc1Cl	1	2%	-11&-16	-4	-2%
3	O=C(O)CNC(=O)c1ccccc1	-4	8%	0	-2	9%
4	Cn1c(=O)c2c(ncn2CCO)n(C)c1=O	-5	·	6	6	-3%
5	C/C=C(/C)C(=O)O[C@@H]1c2cc(OC)c(OC)c(OC)c2-c2c(cc3c(c2OC)OCO3)C[C@H](C)[C@]1(C)O	·	4%	-7	·	10%
6	CCOC(=O)NNc1nncc2ccccc12	-6	-2%	1	5	9%
7	C[C@@H]1C[C@H]2[C@@H]3C[C@H](F)C4=CC(=O)C=C[C@]4(C)[C@@]3(F)[C@@H](O)C[C@]2(C)[C@@]1(O)C(=O)COC(=O)C(C)(C)C	12	-6%	-14	22	-4%
8	Cc1cccc(C)c1NC(=O)C1CCCCN1C (centres undefined)	-5	4%	30	4	-2%
9	CC[C@]1(O)C[C@@H]2CN(CCc3c([nH]c4ccccc34)[C@@](C(=O)OC)(c3cc4c(cc3OC)N(C)[C@H]3[C@@](O)(C(=O)OC)[C@H](OC(C)=O)[C@]5(CC)C=CCN6CC[C@]43[C@@H]65)C2)C1	3	?	10	-7	4%
10	COc1ccccc1OCCNCC(O)COc1cccc2[nH]c3ccccc3c12 (centres undefined)	·	·	-8&-6&-1	·	·
11	NNC(=O)CP(=O)(c1ccccc1)c1ccccc1	2	0%	6	-2	-1%
12	O=c1cc(-c2ccc(O)cc2)oc2cc(O[C@@H]3O[C@H](CO)[C@@H](O)[C@H](O)[C@H]3O[C@@H]3OC[C@](O)(CO)[C@H]3O)cc(O)c12	5	2%	19	3	-1%
13	Cc1[nH]c2ccccc2c1/C=N/NC(N)=S	1	1%	-8	22	-3%
14	COc1ccc(/C=C/C(=O)O)cc1	0	9%	8	-14	1%
15	COc1ccc(/C=N/NC(=O)c2ccncc2)cc1OC	7	6%	-5	8	-3%

cpd	Mito fusion act	Eya2 phos inh	USP2a block	AT treatment	TRPV1 agonist
1	2%	-3%	2%	-6%	2
2	25%&-2%	-1%&7%	-8%	-4%	-3
3	-3%	13%	0%	10%	2
4	-12%	8%	0%	·	-3
5	-5%	-16%	9%	-16%	27
6	-6%	-2%	1%	0%	-1
7	-1%	5%	1%	11%	2
8	-5%	-5%	-2%	-11%	3
9	1%	7%	-8%	-11%	0
10	-31%&4%&-5%[inhibitor]	-1%&-1%&-12%	-24%&-1%	·	2&4
11	1%	12%	2%	2%	5
12	9%	0%	-1%	8%	-4
13	-3%	-9%	-2%	-1%	-1
14	·	12%	1%	-57%[inhibitor]	·
15	-2%	1%	3%	10%	0

An excerpt of these results, in transposed form:
4: Cn1c(=O)c2c(ncn2CCO)n(C)c1=O
5: C/C=C(/C)C(=O)O[C@@H]1c2cc(OC)c(OC)c(OC)c2-c2c(cc3c(c2OC)OCO3)C[C@H](C)[C@]1(C)O
6: CCOC(=O)NNc1nncc2ccccc12
7: C[C@@H]1C[C@H]2[C@@H]3C[C@H](F)C4=CC(=O)C=C[C@]4(C)[C@@]3(F)[C@@H](O)C[C@]2(C)[C@@]1(O)C(=O)COC(=O)C(C)(C)C
8: Cc1cccc(C)c1NC(=O)C1CCCCN1C (centres undefined)
9: CC[C@]1(O)C[C@@H]2CN(CCc3c([nH]c4ccccc34)[C@@](C(=O)OC)(c3cc4c(cc3OC)N(C)[C@H]3[C@@](O)(C(=O)OC)[C@H](OC(C)=O)[C@]5(CC)C=CCN6CC[C@]43[C@@H]65)C2)C1
10: COc1ccccc1OCCNCC(O)COc1cccc2[nH]c3ccccc3c12 (centres undefined)
11: NNC(=O)CP(=O)(c1ccccc1)c1ccccc1
12: O=c1cc(-c2ccc(O)cc2)oc2cc(O[C@@H]3O[C@H](CO)[C@@H](O)[C@H](O)[C@H]3O[C@@H]3OC[C@](O)(CO)[C@H]3O)cc(O)c12
13: Cc1[nH]c2ccccc2c1/C=N/NC(N)=S

assay / compound,4,5,6,7,8,9,10,11,12,13
KCNH2 WT inh,-5,·,-6,12,-5,3,·,2,5,1
ELG1 repair inh,·,4%,-2%,-6%,4%,?,·,0%,2%,1%
TSHR antag,6,-7,1,-14,30,10,-8&-6&-1,6,19,-8
KCNH2 3.1 block,6,·,5,22,4,-7,·,-2,3,22
TCR act,-3%,10%,9%,-4%,-2%,4%,·,-1%,-1%,-3%
Mito fusion act,-12%,-5%,-6%,-1%,-5%,1%,-31%&4%&-5%[inhibitor],1%,9%,-3%
Eya2 phos inh,8%,-16%,-2%,5%,-5%,7%,-1%&-1%&-12%,12%,0%,-9%
USP2a block,0%,9%,1%,1%,-2%,-8%,-24%&-1%,2%,-1%,-2%
AT treatment,·,-16%,0%,11%,-11%,-11%,·,2%,8%,-1%
TRPV1 agonist,-3,27,-1,2,3,0,2&4,5,-4,-1

14: COc1ccc(/C=C/C(=O)O)cc1
15: COc1ccc(/C=N/NC(=O)c2ccncc2)cc1OC

assay / compound,14,15
KCNH2 WT inh,0,7
ELG1 repair inh,9%,6%
TSHR antag,8,-5
KCNH2 3.1 block,-14,8
TCR act,1%,-3%
Mito fusion act,·,-2%
Eya2 phos inh,12%,1%
USP2a block,1%,3%
AT treatment,-57%[inhibitor],10%
TRPV1 agonist,·,0

As entered above:
TRPV1 agonist result of CCOC(=O)NNc1nncc2ccccc12 → -1
AT treatment result of CCCCOc1ccc(CC(=O)NO)cc1 → -6%

Continuation:
cpd	SMILES	KCNH2 WT inh	ELG1 repair inh	TSHR antag	KCNH2 3.1 block	TCR act
16	CCCOC(=O)c1ccc(O)cc1	-16	?	25	9	-5%
17	COc1ccc2nc(NC(=O)Nc3ccccc3)sc2c1	-8	?	-8	-6	-5%
18	COc1c(O)cc2c(c1O)[C@@H]1O[C@H](CO)[C@@H](O)[C@H](O)C1OC2=O (some centres undefined)	-7	16%	-1	-2	-8%
19	COc1ccc2ccc(=O)oc2c1	-4	3%	0	0	7%
20	Nc1c2c(nc3ccccc13)CCCC2O (centres undefined)	-3	·	-9	-1	2%
21	O=C(Nc1ccc(C(=O)O)c(O)c1)c1ccccc1	1	5%	2	-4	-19%
22	CN(C)CCOc1ccccc1Cc1ccccc1	21	-2%	-4	-34	1%
23	C/C=C(/C)C(=O)OC1c2c(ccc3ccc(=O)oc23)OC(C)(C)C1OC(=O)/C(C)=C\C (centres undefined)	2	?	1	-14	-5%
24	CC12CCC(=O)C=C1CCC1C2CCC2(C)C1CC[C@]2(O)C(=O)CO (some centres undefined)	4	-4%	-2	-4	-8%
25	Cc1cccc2c1NC(=O)/C2=C\C(=O)c1cccs1	2	20%	-13	-17	0%
26	CNc1c2c(nn1C)CCCC2	-9&-7	6%&-1%	-6&28	-25&23	12%&11%
27	CC(=O)Nc1ccccc1	-11	10%	0	0	4%

cpd	Mito fusion act	Eya2 phos inh	USP2a block	AT treatment	TRPV1 agonist
16	7%	11%	0%	19%	2
17	26%	-2%	1%	7%	?
18	-7%	-2%	0%	13%	1
19	0%	6%	2%	10%	-3
20	?	-3%	·	·	·
21	-13%	-2%	1%	-1%	2
22	-4%	-7%	6%	-18%	6
23	9%	-30%	2%	-14%	29
24	2%	1%	-1%	4%	1
25	-4%	23%	2%	23%	10
26	-6%&-2%	?	0%&1%	-7%&-4%	-2&1
27	·	-25%	-1%	6%	·

Screens from PubChem.
